Shiga toxin inh – A qHTS for Small Molecule Inhibitors of Shiga Toxin; Vero cells, Shiga toxin protein synthesis inhibition reporter; inhibition, % at 38.7 µM; 9.2% of 290,000 active; AID 2315, 2010; in the data active = inhibition mostly above about 28%, no sharp cut-off; inactive = mostly below about 43%; also: 0% is about no effect
Pf growth 48h – Primary qHTS for delayed death inhibitors of the malarial parasite plastid, 48 hour incubation; Potency, µM (highest dose often 28.7 µM), inactives show at the highest dose activity change, negative = inhibition, hits mostly inhibitors; 5.9% of 310,000 active; P. falciparum luciferase growth in erythrocytes, 48 h; AID 504832, 2011; also: potency is read from the fitted curve at half-maximal effect; % is scaled to controls: 0 for no effect and ±100 for the full control effect
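Luciferase-expressing P. falciparum in infected erythrocytes (2% hematocrit, 0.1% parasitemia final) in RPMI 1640/0.5% Albumax were exposed to compound for 48 hours at 37 C, 5% CO2; growth read as luminescence.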
LmPK inh – qHTS Assay for Inhibitors of Leishmania Mexicana Pyruvate Kinase (LmPK); Potency, µM (doses to about 57.5 µM), for inactives: top-dose activity change, negative = inhibition, hits mostly inhibitors; 0.37% of 290,000 active; Q27686; purified LmPK, Kinase-Glo ATP luminescence, 1 h; also: potency is read from the fitted curve at half-maximal effect; % is scaled to controls: 0 for no effect and ±100 for the full control effect
Target sequence (Q27686 whole entry, looked up): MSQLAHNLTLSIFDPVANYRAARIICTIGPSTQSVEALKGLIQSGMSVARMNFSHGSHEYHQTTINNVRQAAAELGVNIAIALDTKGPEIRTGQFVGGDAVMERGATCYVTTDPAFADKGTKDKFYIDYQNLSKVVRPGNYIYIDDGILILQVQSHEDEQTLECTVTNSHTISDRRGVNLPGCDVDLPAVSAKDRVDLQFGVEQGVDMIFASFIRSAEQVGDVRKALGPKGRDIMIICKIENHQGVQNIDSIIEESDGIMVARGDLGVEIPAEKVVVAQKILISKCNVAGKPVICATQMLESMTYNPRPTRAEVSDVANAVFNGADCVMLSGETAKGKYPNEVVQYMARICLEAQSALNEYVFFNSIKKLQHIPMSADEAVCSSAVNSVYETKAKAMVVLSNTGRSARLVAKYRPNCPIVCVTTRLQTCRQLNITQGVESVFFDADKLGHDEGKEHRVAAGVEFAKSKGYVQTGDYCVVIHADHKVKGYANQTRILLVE
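Screened at intermediate enzyme activity to detect both inhibitors and activators: LmPK at 0.1 nM, with a 0.5 nM enzyme column as activation reference. PEP 0.5 mM, ADP 0.1 mM; ATP detected by luminescence after 1 h.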
Pf growth 96h – Primary qHTS for delayed death inhibitors of the malarial parasite plastid, 96 hour incubation. P. falciparum luciferase reporter growth, 96 h. Potency, µM (top dose mostly 28.7 µM), inactives show top-dose activity change, negative = inhibition, most hits filed as inhibitors. 6.9% of 320,000 active. AID 504834, 2011; also: potency is read from the fitted curve at half-maximal effect; % is scaled to controls: 0 for no effect and ±100 for the full control effect
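96 h incubation, 37 C, 5% CO2, of luciferase-reporter P. falciparum-infected RBCs (2% hematocrit, 0.05% parasitemia final) with test compounds; endpoint luminescence.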
AMA1-RON2 inh – qHTS for Inhibitors of AMA1-RON; Towards Development of Antimalarial Drug Lead: Primary Screen; 0.2% of 360,000 active; Potency, µM (highest dose often 58.2 µM), inactives show top-dose activity change, negative = inhibition, hits mostly inhibitors; Plasmodium falciparum AMA1 (3D7) - RON2 peptide interaction; AlphaScreen AMA1-biotinylated RON2 peptide binding;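 also: potency is read from the fitted curve at half-maximal effect; 0% = vehicle wells and -100% = peptide control; nearly all actives have a fitted effect of over 45% in size; some results filed as inactive show a strong effect at the top dose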
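AMA1 (3D7) with his tag at 25 nM final met compounds first, then biotinylated RON2 peptide at 25 nM; detection used donor plus acceptor beads, 10 µg/mL apiece, read by AlphaScreen after 30 min at room temperature.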
TbPYK inhibitor – qHTS of Trypanosoma Brucei Inhibitors | TbPYK enzyme, Kinase-Glo Plus ATP luminescence, 45 min | Potency, µM (top dose mostly 76.8 µM), for the others: top-dose activity, negative = inhibition, hits mostly inhibitors | pyruvate kinase (Trypanosoma brucei), Q57TT1 | 0.12% of 410,000 active; also: potency is read from the fitted curve at half-maximal effect; % is scaled to controls: 0 for no effect and ±100 for the full control effect; nearly all actives have a fitted effect of over 50% in size
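Screened from lowest to highest concentration, compounds were pinned into TbPYK/substrate mixtures, and ADP (130 uM final) was added. Plates sat at room temperature for 45 min prior to Kinase-Glo Plus detection by luminescence.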
CHX counter – Cycloheximide Counterscreen for Small Molecule Inhibitors of Shiga Toxin. 12% of 300,000 active. cell reporter, cycloheximide protein synthesis inhibition counterscreen. max response, %; in the data active = max response mostly above about 13%, no sharp cut-off; inactive = mostly below about 14%; also: read at 38.3 µM for the half of the compounds with a filed dose; 0% is about no effect
Numbers without * were called inactive; i = inactive; ? = inconclusive; nt = not tested or not shown; & = joins results of further samples; [ ] = dose if it differs, or a comment. Unless noted, calls follow the shape of the dose curve; as a rule, active = well fitted curve in the direction sought with a large enough effect; inconclusive = small, poorly fitted or top-dose-only effect, or another doubt; inactive = no such curve, though single readings can be large; an effect the other way counts as inactive or inconclusive. No enrichment for hits; 21% or so of the library scored in one or more.

item | SMILES | LmPK inh | Pf growth 48h | CHX counter | Shiga toxin inh | Pf growth 96h | TbPYK inhibitor | AMA1-RON2 inh
1 | COC(=O)c1cc(S(=O)(=O)N2CCCCCC2)c[nH]1 | -6% | 4% | -2 | -1 | 5% | -1% | 7%
2 | Cn1c(CCc2ccc(N)cc2)nc2ccccc21 | ? | 133%[activator] | 32* | 60 | 32%[activator] | -14% | -28%
3 | COc1ccccc1Nc1ccc([N+](=O)[O-])cn1 | -8% | 105%[activator] | 21* | 15 | 42%[activator] | -1% | 9%
4 | COc1ccc(NC(=O)CSc2nnc(Cc3ccccc3)o2)c(OC)c1 | -1% | 10% | 1 | -14 | 33%[activator] | -5% | -3%
5 | COC(=O)c1ccc(N=NNc2ccccc2)cc1 | -9% | 109%[activator] | 53* | 131* | ? | -3% | -9%
6 | Cc1ccc2c(c1)C1(OCCO1)C(=O)N2 | -7% | nt | 3 | -2 | -2% | 1% | -15%
7 | CC(C)N(c1ccccc1)c1ncnc(NCCC(=O)O)c1[N+](=O)[O-] | -4% | 17% | -4 | 3 | 8% | -3% | 1%
8 | CCCn1c(=N)c(C#N)cc2c(=O)n3cccc(C)c3nc21 | -5% | 69%[activator] | -3 | -14 | nt | nt | nt
9 | CCOc1ccccc1CNS(=O)(=O)c1cnc[nH]1 | 8% | 19% | -2 | 12 | ? | 0% | -3%
10 | CCOc1ccc(N=Cc2c(O)c3ccccc3oc2=O)cc1 | ? | 4% | 26* | 78* | 3% | -7% | 8%
11 | COCC(=O)N1CCC(Oc2ccc(C(=O)NCCCC3CCCC3)cc2)CC1 | -2% | -1% | 11 | 40 | 7.4µM* | -2% | -3%
12 | Cc1ccc(NC2=C(CC(=O)O)C(c3ccccc3)N(c3ccc(C)cc3)C2=O)cc1 (configuration not stated) | 1% | -12% | 9 | 8 | ? | -17% | -2%
13 | COc1ccc(OC)c(C2=Nn3c(nnc3-c3ccco3)SC2)c1 | 12% | nt | 1 | -13 | -5% | 2% | -3%
14 | COc1ccc(/C=C/C(=O)c2ccc(O)cc2)cc1 | -20% | 201%[activator] | 37* | 64* | 117%[activator] | -9% | -5%
15 | Cc1ccccc1NC(=O)CC1C(=O)NCCN1C(=O)c1cccc(Cl)c1 (configuration not stated) | -2% | -9% | -3 | -5 | 2% | 4%&-2% | 14%

Whole records as entered above. Order of screens: LmPK inh | Pf growth 48h | CHX counter | Shiga toxin inh | Pf growth 96h | TbPYK inhibitor | AMA1-RON2 inh
`CCCn1c(=N)c(C#N)cc2c(=O)n3cccc(C)c3nc21` in the list: -5% | 69%[activator] | -3 | -14 | nt | nt | nt
`COC(=O)c1ccc(N=NNc2ccccc2)cc1` in the list: -9% | 109%[activator] | 53* | 131* | ? | -3% | -9%
`CCOc1ccccc1CNS(=O)(=O)c1cnc[nH]1` in the list: 8% | 19% | -2 | 12 | ? | 0% | -3%
`COc1ccc(OC)c(C2=Nn3c(nnc3-c3ccco3)SC2)c1` in the list: 12% | nt | 1 | -13 | -5% | 2% | -3%
`COC(=O)c1cc(S(=O)(=O)N2CCCCCC2)c[nH]1` in the list: -6% | 4% | -2 | -1 | 5% | -1% | 7%

Looked up one by one from above (3):
item | SMILES | LmPK inh | Pf growth 48h | CHX counter | Shiga toxin inh | Pf growth 96h | TbPYK inhibitor | AMA1-RON2 inh
12 | Cc1ccc(NC2=C(CC(=O)O)C(c3ccccc3)N(c3ccc(C)cc3)C2=O)cc1 (configuration not stated) | 1% | -12% | 9 | 8 | ? | -17% | -2%
5 | COC(=O)c1ccc(N=NNc2ccccc2)cc1 | -9% | 109%[activator] | 53* | 131* | ? | -3% | -9%
14 | COc1ccc(/C=C/C(=O)c2ccc(O)cc2)cc1 | -20% | 201%[activator] | 37* | 64* | 117%[activator] | -9% | -5%

(more compounds)
item | SMILES | LmPK inh | Pf growth 48h | CHX counter | Shiga toxin inh | Pf growth 96h | TbPYK inhibitor | AMA1-RON2 inh
16 | CCN1CN=C(NS(=O)(=O)c2ccc(C)cc2)NC1 | 8% | 6% | 1 | -6 | nt | 0% | 8%
17 | CCOCC(=O)Nc1ccc(C)c(Cl)c1 | -1% | nt | 23 | 17 | -25% | -3% | 17%
18 | CCOC(=O)c1csc(NC(=O)Nc2cccc(Cl)c2)n1 | -1% | -14% | 4 | 2 | ? | 0% | 12%
19 | CCNC(=O)/C(C#N)=C/c1c(N2CCCCCC2)nc2c(C)cccn2c1=O | 5% | ? | -9 | -9 | 13µM* | -6% | 6%
20 | CC(CN1CCCCC1)C(=O)NN (configuration not stated) | 6% | -7% | -1 | 20 | 17% | 5% | 14%
21 | Cc1ccc(NC(=O)/C(C#N)=C/c2ccsc2)c(C)c1 | -3% | ? | 43* | 102* | ? | 1% | -11%
22 | CC(=O)Nc1ccc(N/C=C/C(=O)c2ccc(C)cc2)cc1 | -4% | 78%[activator] | 27* | 55* | ? | -3% | 8%
23 | Cc1ccc(-c2nc(CS(=O)CC(=O)NC3CCCC3)c(C)o2)cc1 (configuration not stated) | 0% | nt | 8 | 33 | 4.7µM* | 1% | 4%
24 | COc1ccc(N2CCN(C(c3ccc4ncccc4c3)c3nnnn3C(C)(C)C)CC2)cc1 (configuration not stated) | 1% | ? | 10 | -18 | -31% | -4% | -12%
25 | CCOC(=O)C1=C2SCCN2C(=O)C(C#N)C1(C)C (configuration not stated) | -2% | 5% | 8 | -3 | 7% | 1% | 17%
26 | O=C(CSc1c2c(nc3ccc(Cl)cc13)CCCC2)NCCCN1CCOCC1 | -1% | ? | -3 | -15 | ? | -7% | -3%
27 | C(=N\Nc1nc(N2CCCC2)nc(N2CCCC2)n1)/c1ccccc1OCc1ccccc1 | -6%[11.5 µM] | 38%[activator] | 6 | -9 | 134%[activator] | -20% | 8%
28 | Cn1cccc1C(=O)OCc1csc(-c2ccccc2)n1 | 14µM* | 164%[activator] | 22* | 77* | i | -7% | -12%
29 | CCc1c(C)nc2ccc(Br)cc2c1Cl | -10% | 2% | 13 | 23 | 15% | -1% | -1%
30 | O=C(COC(=O)/C=C/c1ccc(S(=O)(=O)N2CCOCC2)cc1)NCc1ccc(F)cc1 | -1% | -8% | -4 | -5 | 7% | -3% | -7%
31 | Cc1ccc(CN2CCN(C(=O)CC(C)C)CC2)cc1 | -4% | 3% | 8 | nt | ? | -10% | 15%
32 | CSc1nc(N)c(C(=O)Nc2ccc([N+](=O)[O-])cc2)s1 | 4% | 6% | 32* | 50* | 0% | 3% | -12%
33 | COc1ccccc1C(=O)NC(CCSC)C(=O)NNC(=O)c1ccncc1 (configuration not stated) | nt | 5% | nt | nt | 61%[activator] | 2% | 9%
34 | COC(=O)c1ccc2nccnc2c1 | 1% | 10% | 1 | 5 | 19% | -1% | 2%
35 | CC(NC(=O)C12CC3CC(CC(C3)C1)C2)C(=O)NCCN(C)C (configuration not stated) | 1% | 31%[activator] | -6 | -18 | 8% | -9% | 10%
36 | CCCCOc1ccc(C(C)NC(=O)C2CCCN(S(=O)(=O)CC)C2)cc1 (configuration not stated) | 0% | 4% | -5 | -2 | 8% | 2% | 12%
37 | Cc1ccc(NC(=S)Nc2ccc(F)cc2)cc1 | 4% | 7% | 8.1* | 28 | ? | 0% | -8%
38 | O=C(O)c1ccc(CNCc2ccc(Cl)cc2)cc1 | 3% | 9% | -5 | 9 | ? | 1% | -7%
39 | COC(=O)c1ccccc1OC(=O)c1cccnc1 | 6% | nt | 1 | 4 | ? | -3% | -5%
40 | CCC(=O)N1CCc2cc(S(=O)(=O)CCC(=O)NCCC3=CCCCC3)ccc21 | -1% | ? | -2 | 7 | ? | -4% | -13%
41 | COc1ccc(C(CNC(=O)c2cc(C)on2)N(C)C)cc1 (configuration not stated) | 4% | 10% | -3 | 12 | 2% | 6% | -17%
42 | Nc1nc(NS(=O)(=O)c2ccc(Cl)cc2)nn1-c1ccccc1 | 4% | 11% | -2 | 11 | 43%[activator] | 1% | 4%
43 | Cc1onc(-c2ccccc2Cl)c1C(O)c1ccc(F)cc1 (configuration not stated) | 2% | nt | 1 | 2 | ? | -6% | 11%
44 | CCN1C[C@]2(COC)CC[C@H](OC)[C@@]34C1[C@]1(OCO[C@@]15C[C@H](OC)[C@H]1C[C@@H]3[C@@H]5[C@H]1OC)[C@@H](O)[C@H]24 | nt | 8% | nt | nt | 26% | -6% | 12%
45 | O=C(NCc1cccnc1)C1CC(=O)N(c2ccc(F)cc2)C1 (configuration not stated) | 1% | 5% | -5 | -19 | -18% | -9% | -1%
46 | COc1cc(C(=S)N2CCCC2)cc(Cl)c1OCC(=O)Nc1ccc(C)cc1C | 2% | -29% | 5 | 26 | 57%[activator] | -19% | -23%
47 | Cc1ccc(NC(=O)c2cc(C)nc3ccccc23)cc1 | -4% | 0% | 2 | -16 | ? | -2% | -1%
48 | CC(=O)NS(=O)(=O)c1ccc(NC(=S)NC(=O)CC(C)C)cc1 | 2% | 3% | -3 | -8 | ? | 3% | 19%
49 | O=C(Nc1cccc(Cl)c1)c1cc(S(=O)(=O)N2CCCCC2)c[nH]1 | -7% | 20% | 1 | -8 | 51%[activator] | 0% | 4%
50 | COCCCn1c(=NC(=O)c2ccccc2)c(C#N)cc2c(=O)n3cccc(C)c3nc21 | 6% | 2.9µM* | -2 | -7 | ? | -3% | 5%
51 | CCCC(=O)Nc1c(-c2cccc(OC)c2)c(=O)c2ccccc2n1C | 2% | -3% | 3 | -4 | -12% | 2% | 2%
52 | Cc1cc(C)n2c(SC/C(O)=C(\C#N)c3nc4ccccc4[nH]3)nnc2n1 | 1% | ? | 11 | 17 | 46%[activator] | -7% | 20%
53 | O=C(NCc1ccccn1)c1cc2n(n1)C(C(F)(F)F)CC(c1ccco1)N2 (configuration not stated) | -7% | -10% | -2 | -5 | nt | 0% | 12%
54 | CC1CCCN(CCOCCOc2ccc(Cl)cc2Br)C1 (configuration not stated) | 0% | 12µM* | -3 | 16 | 12µM* | 22% | -26%
55 | CCn1c(=O)cc(OCC(=O)NCCC(C)C)c2ccccc21 | 12% | nt | -7 | -10 | 35%[activator] | -1% | 5%
56 | Cc1cccc(NC(=O)/C(=C\c2ccco2)NC(=O)c2cccs2)c1 | -3% | ? | 10 | -4 | 223%[activator] | -27% | 43%[activator]
57 | CC(O)CNCCOc1cccc(Oc2ccccc2)c1 (configuration not stated) | -1% | -14% | 0 | -23 | ? | 0% | -2%
58 | Cc1cc(C)nc(N(C#N)CC(=O)N(c2ccccc2)C(C)C)n1 | 2% | -22% | -3 | -17 | ? | 0% | 5%
59 | Cc1cc(=O)n(-c2ccccc2)n1C | nt | 10% | nt | nt | 31%[activator] | 2%&2% | 9%
60 | O=C(Nc1ccc(NC(=S)NC(=O)c2ccco2)cc1)c1ccccc1 | 0% | ? | 1 | 25 | -22% | 1% | 7%
61 | CCN(CC)CCCNC(=S)N(Cc1cccnc1)Cc1cc2cc(C)ccc2[nH]c1=O | 2% | 2.3µM* | -2 | 18 | 5.9µM* | -3% | -3%
